MrgX1 PAM: human MrgX1 positive allosteric modulation, primary screen | Q96LB2 | MrgX1-HEK293, Fluo-4 calcium flux, FDSS; hits give high values | B-score at 10 µM | 310,000 tested, 0.63% active;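 active = plate-corrected calcium response at least 3 library SD above typical, normal starting fluorescence, not activating the receptor alone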;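 note: compound read alongside a low EC10 to EC30 dose of BAM8-22 agonist; peak minus trough fluorescence over baseline measured at the second addition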
TRPC6 inhibitor: blocks the mouse TRPC6 cation channel | Q61143 | HEK293-TRPC6, membrane potential dye, ACh-evoked depolarization; hits give low values | B-score at 10 µM | 310,000 tested, 1.1% active | AID 2553;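 active = B-score under library mean minus 3 SD, initial fluorescence not abnormally high, positive integrated signal ratio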;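 note: B-score derived from integrated fluorescence ratio over the kinetic read; more negative B-score means stronger inhibition of depolarization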
Target sequence (Q61143 whole entry, looked up): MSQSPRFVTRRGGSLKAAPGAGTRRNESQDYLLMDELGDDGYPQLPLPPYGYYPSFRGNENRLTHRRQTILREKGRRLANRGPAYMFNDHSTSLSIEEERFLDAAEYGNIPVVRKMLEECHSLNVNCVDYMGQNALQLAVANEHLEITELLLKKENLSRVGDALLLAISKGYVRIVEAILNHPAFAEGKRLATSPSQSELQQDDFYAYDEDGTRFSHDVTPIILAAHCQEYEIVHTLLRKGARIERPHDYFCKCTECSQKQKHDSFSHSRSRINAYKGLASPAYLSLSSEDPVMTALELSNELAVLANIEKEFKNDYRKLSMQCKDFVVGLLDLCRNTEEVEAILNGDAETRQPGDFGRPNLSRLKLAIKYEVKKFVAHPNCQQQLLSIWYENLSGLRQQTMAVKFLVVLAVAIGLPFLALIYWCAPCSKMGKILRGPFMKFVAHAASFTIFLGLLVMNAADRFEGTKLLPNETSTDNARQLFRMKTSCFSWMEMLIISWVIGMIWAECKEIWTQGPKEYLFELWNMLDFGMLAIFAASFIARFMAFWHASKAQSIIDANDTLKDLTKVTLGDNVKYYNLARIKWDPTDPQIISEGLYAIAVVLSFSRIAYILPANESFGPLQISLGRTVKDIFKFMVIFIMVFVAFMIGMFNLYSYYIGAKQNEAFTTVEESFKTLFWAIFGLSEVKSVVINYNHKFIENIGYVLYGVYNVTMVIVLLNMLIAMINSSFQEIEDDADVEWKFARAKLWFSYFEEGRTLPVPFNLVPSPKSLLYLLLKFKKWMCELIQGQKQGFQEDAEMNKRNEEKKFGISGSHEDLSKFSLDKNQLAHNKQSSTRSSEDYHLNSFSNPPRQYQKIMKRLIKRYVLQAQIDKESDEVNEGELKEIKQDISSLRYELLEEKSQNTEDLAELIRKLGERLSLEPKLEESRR
MrgX1 agonist: activates human MrgX1 receptor signaling. Q96LB2. MrgX1-HEK293 cells, Fluo-4 calcium fluorescence, agonist mode; hits give high values. B-score at 10 µM. 310,000 tested, 0.44% active. AID 588627;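 active = calcium response B-score plate-corrected fluorescence ratio at least 3 library SD, with starting fluorescence B-score inside 5 SD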
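Assay system: MrgX1-expressing HEK293 cells / Amount: fifteen thousand cells per well / Doses: test compound in the initial addition of three / Timing: cells plated overnight, dye loaded 0.5 h 37 °C, 0.5 h room temperature / Technique: kinetic calcium dye fluorescence, Fluo-4 NW / Control set: positive and negative controls per plate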
HDAC3 inh: human HDAC3 inhibition; inhibition, % at 8.3 µM; recombinant HDAC3, fluorogenic peptide/trypsin coupled, fluorescence; 320,000 tested, 0.15% active; AID 2718; O15379; in the data active = inhibition above about 26%, passing the limit was not always enough; inconclusive = no clear call, values can overlap the other calls
MrgX1 antag: blocks BAM8-22 activation of human MrgX1 receptor. Q96LB2. MRGX1-HEK293 calcium flux, Fluo-4, BAM8-22 antagonism; hits give low values. B-score at 10 µM. 310,000 tested, 1.3% active;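 active = calcium-response B-score plate-corrected more than 3 library SD below zero, starting fluorescence within 5 deviations, no agonist response on first addition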;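 note: peak minus trough fluorescence over baseline after final BAM8-22 challenge near maximal dose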
RGS4 act: RGS4 potentiation or activation | HEK293 M3R/inducible RGS4, carbachol calcium flux Fluo4; hits give low values | B-score at 10 µM | 310,000 tested, 0.92% active;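 active = B-score of the integrated calcium signal more than 4 SD below the library mean, with starting fluorescence not abnormally high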;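 note: negative B-score means reduced calcium response which marks RGS4 activation or potentiation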
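System: HEK293 FlpIn-TREx cells, stable M3R, doxycycline-inducible RGS4. Timing: overnight RGS4 induction, 30 min dye load 37 °C, 20 min compound RT. Also added: carbachol, ECmax concentration. Measured by: Fluo4 fluorescence kinetic imaging of calcium. Evaluation: integrated calcium ratio converted to B score.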
RGS4 block: inhibitors of human RGS4; AID 463165; HEK293 M3R/RGS4 inducible, Fluo-4 calcium flux; hits give high values; triggered by carbachol at its EC20; P49798; 310,000 tested, 0.45% active; B-score at 10 µM;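 active = B-score, a plate-corrected calcium signal, over three deviations above library mean, with baseline fluorescence within five deviations of library mean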;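 note: RGS4 expression induced by doxycycline in cells with stable M3 receptor; B-score is computed from the integrated fluorescence ratio over baseline after carbachol; higher B-score means a larger calcium signal and so more RGS4 inhibition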
Target sequence (P49798 whole entry, looked up): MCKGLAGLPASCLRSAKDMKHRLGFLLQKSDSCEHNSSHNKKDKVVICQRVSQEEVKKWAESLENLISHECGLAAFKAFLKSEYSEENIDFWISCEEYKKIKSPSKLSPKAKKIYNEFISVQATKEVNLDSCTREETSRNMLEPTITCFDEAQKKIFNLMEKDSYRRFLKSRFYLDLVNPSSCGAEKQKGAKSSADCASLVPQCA
TMEM16A inh: blocks the mouse calcium-activated chloride channel TMEM16A; Q8BHY3; HEK293 TMEM16A/YFP iodide influx fluorescence, ionomycin; normalized B-score (activity score, 25-100; higher = stronger inhibition) at 10 µM; 310,000 tested, 1.2% active;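 active = ratio plate-corrected score three or more library SD toward inhibition, starting fluorescence score within five deviations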;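 note: score derived from kinetic fluorescence span divided by baseline fluorescence per well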
TRPC6 act: activates the mouse TRPC6 cation channel; HEK293-TRPC6 membrane potential dye fluorescence; hits give high values; B-score at 10 µM; 310,000 tested, 0.13% active;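 active = B-score of the integrated fluorescence ratio above library mean plus 3 SD, and starting fluorescence ratio within library mean plus 5 SD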;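 note: higher score means more depolarization so channel activation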
SKKanGAS inh: inhibitors of SKKanGAS S. pyogenes growth in kanamycin (SK-promoter or general growth effect); BacTiter-Glo, 6 h; AID 1662; 300,000 tested, 1.3% active; inhibition, % at 7.5 µM;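 active = mean replicate score, as percent of positive control median, at least 50; inconclusive = mean below 50 but one replicate at or above 50; inactive = mean and every replicate below 50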;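 note: strain carries kanamycin resistance gene driven by streptokinase promoter and grows in 40 µg/ml kanamycin; loss of luminescence reflects streptokinase promoter inhibition or plain growth inhibition; 0% = median of DMSO wells and 100% = positive control at its reference dose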
TMEM16A act: mouse TMEM16A channel activation, primary screen; 340,000 tested, 0.3% active; HEK293 TMEM16A/YFP-H148Q/I152L, iodide quench fluorescence; hits give low values; B-score at 10 µM; Q8BHY3; AID 623877;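 active = fluorescence-ratio B-score plate-corrected deviation score at least 3 library SD below zero, with starting fluorescence score within 5 deviations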;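 note: channel opened by trigger with iodide after compound preincubation; score built on the fluorescence ratio of max minus min over baseline; more negative score means more quench and so TMEM16A activation or potentiation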
* = called active by the depositor; i = inactive; u = inconclusive; x = not tested or not shown.

SMILES | MrgX1 PAM | TRPC6 inhibitor | MrgX1 agonist | HDAC3 inh | MrgX1 antag | RGS4 act | RGS4 block | TMEM16A inh | TRPC6 act | SKKanGAS inh | TMEM16A act
COc1ccc(NC(=O)COC(=O)C2CCN(S(=O)(=O)c3ccccc3)CC2)cc1Cl | i | i | i | 10.9 | i | i | i | i | i | -4.4 | i
Cc1nn(-c2ccccc2)c2c1P(=O)(O)/C(=C1\N(C)c3ccccc3C1(C)C)C=N2 | i | i | i | -5.3 | i | i | i | i | i | 5.6 | i
O=C(NCc1nc(-c2ccc(C(F)(F)F)cc2)no1)Nc1cc(Cl)cc(Cl)c1 | i | i | i | 18.7 | i | i | i | i | i | 108.9* | i
Cn1ccc(C(=O)NC(=S)Nc2ccc([N+](=O)[O-])cc2O)n1 | i | i | i | 6.9 | i | i | i | i | i | x | i
Cc1ccc(OCCCC(=O)Nc2ccc3c(c2)OCO3)cc1 | i | i | i | 5.7 | i | i | i | i | i | -4.7 | i
Brc1ccc(-n2cnc(-c3ccccc3)c2)cc1 | i | i | i | 7.9 | i | i | i | i | i | -4.8 | i
COC(c1ccccc1)c1c(-c2ccccc2)nn(C)c1Cl (stereo unspecified) | i | i | i | -1.9 | i | i | i | i | i | 0.7 | i
Cc1c(C)n(Cc2ccccc2)c2ccc(C(=O)NCCCN3CCOCC3)cc12 | i | i | i | -0.9 | i | i | i | i | i | -4.6 | i
O=C(CSCC(=O)N1CCCCC1)Nc1nc(-c2ccc(Cl)s2)cs1 | i | i | i | x | i | i | 9.34* | i | i | -7.9 | i
CCCCn1c(SCC(=O)Nc2cc(C)on2)nnc1-c1ccncc1 | i | i | i | -3.0 | i | i | i | i | i | -0.4 | i
CCC1=[N+](CC(=O)c2ccc(Br)cc2)CCn2c(C)ccc21 | i | i | i | 7.1 | i | i | i | i | i | 4.1 | i
O=c1cc(CN2CCN(Cc3ccc(F)cc3)C(CCO)C2)[nH]c2ccccc12 (stereo unspecified) | i | i | i | 7.7 | i | i | i | i | i | 3.4 | i
O=C(Nc1cccc(C(=O)Nc2cccc(C(F)(F)F)c2)c1)c1ccc(=O)[nH]c1 | i | i | i | 4.4 | i | i | i | i | i | -3.5 | i
Cc1sc(NC(=O)c2ccco2)c(C(c2ccncc2)N2CCOCC2)c1C (stereo unspecified) | i | i | i | 4.4 | i | i | i | i | i | 3.4 | i
CC1(C)CC(NC(=O)CCc2ccccc2)CC(C)(C)N1 | i | i | i | 7.2 | i | i | i | i | i | -0.2 | i
CCn1c(CC(=O)Nc2ccccc2Cl)nnc1SCC(=O)NC1CCCC1 | i | i | i | 4.8 | i | i | i | i | i | -2.6 | i
C=CCc1cccc(/C=N/c2ncn[nH]2)c1O | i | i | i | -1.6 | i | i | i | i | i | 0.5 | i
O=C(Cc1ccc(Cl)cc1)NCC(=O)N1CCCCC1 | i | i | i | -7.6 | i | i | i | i | i | 3.2 | i
Cc1cc(C)cc(NC(=S)N2CCN(C(=O)c3ccco3)CC2)c1 | i | i | i | -0.1 | i | i | i | i | i | -2.4 | i
COc1cc(NC(=O)c2cc(C)nc3ccccc23)cc(OC)c1 | i | i | i | -9.4 | i | i | i | i | i | x | i
CCc1nnc(NC(=O)[C@@H](NC(=O)c2ccc(C(C)(C)C)cc2)C(C)C)s1 | i | i | i | 8.8 | i | i | i | i | i | -10.9 | i
CC(C)(C)c1cc(CCC(=O)NCc2ccncc2)cc(C(C)(C)C)c1O | i | i | i | -14.8 | i | i | i | i | i | -1.0 | i
COc1cc2c(cc1OC)CN(S(=O)(=O)c1ccc3c(c1)OCCO3)CC2 | i | i | i | 8.0 | i | i | i | i | i | -0.1 | i
N#Cc1ccccc1S(=O)(=O)Nc1ccc2c(c1)C(=O)OC2 | i | i | i | -0.4 | i | i | i | i | i | -0.8 | i
COc1ccc(CCNCC(O)COc2c(C)cccc2C)cc1OC (stereo unspecified) | i | i | i | 1.6 | i | i | i | i | i | 2.3 | i
The results go on.
SMILES | MrgX1 PAM | TRPC6 inhibitor | MrgX1 agonist | HDAC3 inh | MrgX1 antag | RGS4 act | RGS4 block | TMEM16A inh | TRPC6 act | SKKanGAS inh | TMEM16A act
COc1ccc(CN2CC(=O)N(c3ccc(C)c(C)c3)C2=S)cc1OC | i | i | i | -1.4 | i | i | i | i | i | 3.5 | i
O=C(NC(Cc1ccc(O)cc1)C(=O)O)c1ccco1 (stereo unspecified) | i | i | i | -0.3 | i | i | i | i | i | -4.4 | i
O=C(CNc1cccc(S(=O)(=O)N2CCCCC2)c1)Nc1cccc(F)c1 | i | i | i | -4.6 | i | i | i | i | i | 0.1 | i
O=C(Nc1cccc2ccccc12)N1CCN(c2ncccn2)CC1 | i | i | i | 3.6 | i | i | i | i | i | 2.9 | i
Cc1ccc(CNCc2ccco2)cc1 | i | i | i | 6.6 | i | i | i | i | i | 9.0 | i
O=C(CCN1C(=O)C2CCCCC2C1=O)NNC(=O)c1cccc(Cl)c1 (stereo unspecified) | i | i | i | -2.9 | i | i | i | i | i | -6.0 | i
NCC1CCC(C(=O)Oc2ccc(CCC(=O)O)cc2)CC1 (stereo unspecified) | i | i | i | 81.3* | i | i | i | i | i | -1.2 | i
CCOC(=O)N1CCN(C/C(Cl)=C/c2ccccc2)CC1 | i | i | i | 1.6 | i | i | i | i | i | -0.4 | i
Cc1ccccc1C(=O)Nc1ccc2c(c1)C(=O)NC2=O | i | i | i | -4.5 | i | i | i | i | i | -0.5 | i
CCO/C(C)=N/n1c2nc3ccccc3nc2c2c(=O)n(C3CCCC3)c(C)nc21 | i | i | i | 4.2 | i | i | i | i | i | 4.2 | i
COc1ccccc1N1CCN(Cc2ccc(OC)c(OC)c2OC)CC1 | i | i | i | -5.1 | i | i | i | i | i | 0.3 | i
C/C(=N\NC(=O)c1cc(-c2cccc([N+](=O)[O-])c2)n[nH]1)c1ccccc1O | i | i | i | -0.1 | i | i | i | i | i | u | i
CC(=O)c1cc(-c2ccccc2)n(CCC(=O)NC2CCC(C)CC2)c1C (stereo unspecified) | i | i | i | -2.1 | i | i | i | i | i | -8.2 | i
COc1ccccc1NC(=O)C1CCCCN1S(=O)(=O)c1ccc(F)cc1 (stereo unspecified) | i | i | i | 7.0 | i | i | i | i | i | 4.9 | i
COc1ccc(N(CC(=O)N2CCN(C)CC2)S(=O)(=O)c2cc(C)ccc2OC)cc1Cl | i | i | i | -10.4 | i | i | i | i | i | -8.3 | i
N#CC(c1ccc(Cl)cc1)(c1ncc(C(F)(F)F)cc1Cl)N1CCOCC1 (stereo unspecified) | i | i | i | 2.8 | i | i | i | i | i | -7.0 | i
COc1ccc(N2CCN(CC(=O)c3c[nH]c4ccccc34)CC2)cc1 | i | i | i | 0.5 | i | i | i | i | i | -15.3 | i
Cc1cc(NC(=O)COC(=O)C2CCN(C(=O)c3ccc(Cl)cc3)CC2)no1 | i | i | i | -0.1 | i | i | i | i | i | -1.0 | i
Nc1nnnn1/N=C/c1cccs1 | i | i | i | 5.1 | i | i | i | i | i | -9.2 | i
O=C(Nc1ccon1)Nc1cccc(Cl)c1Cl | i | i | i | -0.3 | i | i | i | i | i | 2.6 | i
CCCC(=O)Nc1c(-c2ccccc2)c(=O)c(C)nn1-c1ccc(Cl)cc1 | i | i | i | -2.8 | i | i | i | i | i | 6.5 | i
CCCCCc1cc(=O)oc2c(C(CCN3CCCCC3)c3ccc(OC)cc3)c(OC)cc(OC)c12 (stereo unspecified) | i | i | i | 5.0 | i | i | i | i | i | 5.7 | i
CCn1c(COc2ccc(=O)n(-c3ccccc3)n2)nnc1SC | i | i | i | -14.6 | i | i | i | i | i | 0.6 | i
O=C(c1nc2ccccn2c1CNCCCn1ncc2ccccc21)N1CCOCC1 | i | i | i | -4.5 | i | i | i | i | i | -2.8 | i
CSc1ccc(/C=C/C(=O)c2c(O)cc(C)oc2=O)cc1 | i | i | i | 5.0 | i | i | 6.1* | i | i | 20.9 | i
Carrying on:
SMILES | MrgX1 PAM | TRPC6 inhibitor | MrgX1 agonist | HDAC3 inh | MrgX1 antag | RGS4 act | RGS4 block | TMEM16A inh | TRPC6 act | SKKanGAS inh | TMEM16A act
Cc1cc(=O)[nH]c(SCC(=O)NC(C)C2CC3CCC2C3)c1C#N (stereo unspecified) | i | i | i | -3.2 | i | i | i | i | i | 3.4 | i
O=C(CCNc1n[nH]c(=O)[nH]c1=O)N/N=C\c1cccc(OCc2ccccc2)c1 | i | i | i | 1.9 | i | i | i | i | i | 4.1 | i
COC(=O)c1sc(=S)n(-c2cccc(Cl)c2)c1N | i | i | i | 3.5 | i | i | i | i | i | -2.6 | i
CCOC(=O)c1c(-c2cccc([N+](=O)[O-])c2)csc1N | i | i | i | 3.2 | i | i | i | i | i | -17.6 | i
O=C(CSc1nnc(-c2ccco2)n1CC1CCCO1)N1CCCCC1 (stereo unspecified) | i | i | i | -4.2 | i | i | i | i | i | 0.4 | i
CC(C)c1ccc(NC(=S)NC2CC3C=CC2C3)cc1 (stereo unspecified) | i | i | i | 2.1 | i | i | i | i | i | 44.3 | i
Cc1ccc(C)c(N2CCN(S(=O)(=O)c3ccc4c(c3)CC(=O)N4C)CC2)c1 | i | i | i | -3.2 | i | i | i | i | i | -4.8 | i
O=C1CCCN1CC(O)CS(=O)(=O)c1ccccc1 (stereo unspecified) | i | i | i | -1.2 | i | i | i | i | i | 5.8 | i
Cc1ccsc1C(=O)OCC(=O)NCC1CCCO1 (stereo unspecified) | i | i | i | -4.4 | i | i | i | i | i | -4.5 | i
COc1ccc(NS(=O)(=O)c2ccc3c(c2)N(C(C)=O)CC(C)S3)c(OC)c1 (stereo unspecified) | i | i | i | 4.2 | i | i | i | i | i | 1.4 | i
Cc1ccc(S(=O)(=O)Nc2ccccc2-c2ccccc2)cc1 | i | i | i | 4.3 | i | i | i | i | i | 9.1 | i
CC(=O)c1cc(N2CCC(C(=O)O)CC2)ccc1[N+](=O)[O-] | i | i | i | 6.5 | i | i | i | i | i | -25.0 | i
CCO[C@@H]1OC(C(=O)N2CCOCC2)=C[C@H](c2coc3ccccc3c2=O)[C@H]1CCCO | i | i | i | 9.0 | i | i | i | i | i | 0.3 | i
c1ccc(CCNc2nc(-c3cccnc3)cs2)cc1 | i | i | i | 2.2 | i | i | i | i | i | 16.3 | i
O=S(=O)(c1ccc2ccccc2c1)N1CCCOC1 | i | i | i | -4.7 | i | i | i | i | i | -1.2 | i
c1csc(-c2nnc3ccccn23)c1 | i | i | i | -4.5 | i | i | i | i | i | -12.1 | i
c1ccc2c3c(c(CN4CCCCC4)cc2c1)COC3 | i | i | i | -3.0 | i | i | i | i | i | -9.5 | i
Cc1ccccc1-n1ncc2c1CC(C)(C)CC2NC(=O)CCn1cncn1 (stereo unspecified) | x | i | x | x | x | i | i | x | i | 0.3 | i

Screening data: PubChem BioAssay, several laboratories
